TRPV1 agonist = human TRPV1 agonism; AID 540275; Q8NER1; activation, % at 8.33 µM; actives 0.19% (n = 320,000); TRPV1-expressing cells, Fluo-8 calcium influx, agonist mode; in the data active means activation above about 80%; inconclusive means between about 30% and that limit; further: 0% is about no effect
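TRPV1-expressing cells were cultured overnight at 35.5C and loaded with Fluo-8 calcium dye for 40 to 90 min at room temperature. After a 10 s baseline, compound was added and calcium influx was read kinetically for 3 min (ex 480/em 520 nm).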
hERG WT inh = inhibitors of human wildtype KCNH2 potassium channel; activity change, % at 1.84 µM; Q12809; actives 0.37% (n = 340,000); U2OS, BacMam KCNH2, thallium flux FluxOr; stronger effect = lower value;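 active means maximum activity change below -70%; inconclusive means maximum activity change between -70% and -50%; inactive means maximum activity change above -50%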; further: on the % scale 0 is the no-effect control and ±100 the full control effect
Target sequence (Q12809 whole entry, looked up): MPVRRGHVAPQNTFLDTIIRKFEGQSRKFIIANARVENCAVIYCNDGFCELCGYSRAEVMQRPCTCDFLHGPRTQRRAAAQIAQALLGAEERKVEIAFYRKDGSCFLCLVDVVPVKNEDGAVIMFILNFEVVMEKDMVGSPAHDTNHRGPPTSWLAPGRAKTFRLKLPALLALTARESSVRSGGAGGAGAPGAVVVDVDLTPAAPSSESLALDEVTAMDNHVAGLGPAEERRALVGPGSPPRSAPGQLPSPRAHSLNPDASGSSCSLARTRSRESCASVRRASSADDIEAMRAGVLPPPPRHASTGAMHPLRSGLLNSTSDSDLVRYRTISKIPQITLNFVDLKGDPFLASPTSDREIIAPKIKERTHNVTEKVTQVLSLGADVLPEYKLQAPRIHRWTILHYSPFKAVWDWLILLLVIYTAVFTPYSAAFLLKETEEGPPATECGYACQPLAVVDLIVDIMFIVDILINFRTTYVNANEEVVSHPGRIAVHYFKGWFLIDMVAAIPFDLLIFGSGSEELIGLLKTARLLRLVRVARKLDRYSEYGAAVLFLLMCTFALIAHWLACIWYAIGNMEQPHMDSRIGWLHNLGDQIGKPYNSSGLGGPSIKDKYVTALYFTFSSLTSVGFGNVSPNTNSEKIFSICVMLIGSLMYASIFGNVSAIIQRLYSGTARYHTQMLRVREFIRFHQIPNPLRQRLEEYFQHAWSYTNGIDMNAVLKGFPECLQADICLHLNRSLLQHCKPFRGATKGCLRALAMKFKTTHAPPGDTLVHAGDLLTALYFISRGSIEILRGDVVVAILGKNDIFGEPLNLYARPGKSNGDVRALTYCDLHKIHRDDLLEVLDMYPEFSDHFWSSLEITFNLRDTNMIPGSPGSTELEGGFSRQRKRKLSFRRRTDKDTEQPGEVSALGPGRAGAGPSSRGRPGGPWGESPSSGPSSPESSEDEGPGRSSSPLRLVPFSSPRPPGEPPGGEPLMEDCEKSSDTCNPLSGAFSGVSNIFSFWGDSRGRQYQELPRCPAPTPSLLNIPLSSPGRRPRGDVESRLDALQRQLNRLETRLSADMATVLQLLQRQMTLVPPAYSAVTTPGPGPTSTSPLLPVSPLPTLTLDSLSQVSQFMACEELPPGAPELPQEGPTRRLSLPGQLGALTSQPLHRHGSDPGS
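U2OS cells transduced with wild-type KCNH2 virus are loaded with FluxOr dye for 45 min, and thallium flux is measured in kinetic reads before and after stimulation buffer. Rate constants are normalized to DMSO controls.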
TCR activator = activates T cell receptor signaling. primary human leukocytes, anti-CD3, IL-2 HTRF, 48 h. Potency, µM (series often up to 9.22 µM), for the others: at the highest dose activation of IL-2 secretion, hits mostly activators. 330,000 tested, under 10 active; further: % of control where 0% means no effect
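Compounds are tested in HTS on primary human leukocytes co-incubated with a-CD3 beads for 48 hr. IL-2 output is measured by time-resolved FRET.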
Mito fusion act = blocks mitochondrial division or promotes mitochondrial fusion. S. cerevisiae fusion-defective mutant growth rescue, CellTiterGlo 48 h. Potency, µM (highest dose often 46.1 µM), without a hit: at the top dose growth rescue (activation), most hits filed as activators. actives 0.23% (n = 320,000);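 further: potency means the concentration at half of the fitted maximal effect; % of control where 0% means no effect; nearly all actives have a fitted effect of over 45% in size; temperature-sensitive fusion mutants such as fzo1-1 at 37 °C on non-fermentable ethanol glycerol medium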
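Growth-rescue viability read-out: after 48 h at the non-permissive 37C in glycerol/ethanol YPEG, yeast mitochondrial fusion mutants are measured by CellTiterGlo luminescence; compounds (23 nl pinned per well) restoring growth score as division inhibitors or fusion activators.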
USP2a inh = USP2a (human) protease inhibition; Potency, µM (titrated, usually from 38.3 µM), for the others: at the top dose activity change, negative = inhibition, hits mostly inhibitors; USP2 core, Ub-CHOP2 coupled fluorogenic reporter, 485/531; actives 0.01% (n = 330,000); O75604;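 further: potency means the concentration at half of the fitted maximal effect; plate controls were DMSO wells for no effect and full inhibition by NEM control for full effect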
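USP2 core (10nM final) preincubated 30min RT with compound in 20mM Tris-HCl pH 8.0, 2mM CaCl2, 2mM beta-mercaptoethanol, 0.05% CHAPS; 25nM Ub-CHOP2 plus 25nM reporter substrate added, fluorescence (Ex485/Em531) read after 60min.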
TSHR antag = antagonists of human thyroid stimulating hormone receptor; TSHR-expressing cells, TSH-stimulated cAMP HTRF, 2 h; stronger effect = lower value; actives 0.2% (n = 330,000); AID 504810; P16473; activity change, negative = inhibition, % at 11.5 µM;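 active means activity change below a set negative limit, meaning inhibition stronger than a set level, cut at about -70% in these data; inconclusive means activity change between two set negative limits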; further: on the % scale 0 is the no-effect control and ±100 the full control effect
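Cell-based HTRF cAMP assay; TSHR cells + compound, TSH EC80 (4nM final), 2 h, 37 deg C. Lysis with anti-cAMP cryptate and cAMP-d2, 30 min RT, read 665/620 nm.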
Eya2 phos inh = inhibitors of human Eya2 phosphatase activity | recombinant Eya2, OMFP fluorescence dephosphorylation (OMFP is methylfluorescein phosphate) | actives 0.006% (n = 330,000) | AID 488837 | O00167 | Potency, µM (series often up to 76.9 µM), without a hit: top-dose activity, negative = inhibition, most hits filed as inhibitors; further: potency means the concentration at half of the fitted maximal effect; on the % scale 0 is the no-effect control and ±100 the full control effect
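Eya2 protein (added as 0.2 uM solution) was preincubated with compound for 10 min at ambient temperature in 50 mM HEPES pH 7.5, 50 mM NaCl, 5 uM MgCl2, 0.05% BSA, 1 mM DTT. OMFP (added at 50 uM) then reacted 10 min; fluorescence read at 485/525 nm.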
A-T KAP1 phos = potential ataxia-telangiectasia treatments restoring KAP-1 phosphorylation. actives 0.19% (n = 320,000). Potency, µM (highest dose often 57.5 µM), for inactives: at the top dose activation, actives largely listed as activators. […] A-T fibroblasts, KAP-1 phosphorylation AlphaLISA; neocarzinostatin DNA damage 30 min before lysis. AID 485349; further: potency means the concentration at half of the fitted maximal effect; % of control where 0% means no effect; nearly all actives have a fitted effect of over 45% in size
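hTERT-immortalized A-T patient fibroblasts ([…]), 500 cells/well in OPTI-MEM, 1% FBS, got compounds for 60 min, then NCS for 30 min at 37C. Lysates were then assayed for phospho-KAP-1 by AlphaLISA (anti-pKAP1 donor, anti-KAP1 acceptor beads), 6 hr at 25C.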
KCNH2 3.1 inh = KCNH2 3.1 (human) potassium channel inhibition. U2OS KCNH2 3.1, thallium flux FluxOr; stronger effect = lower value. activity change, % (tested at about 1.8 µM). actives 0.95% (n = 340,000);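 active means maximum activity change below -70%; inconclusive means maximum activity change from -70% to -50%; inactive means maximum activity change above -50%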;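 further: thallium influx rate constant from kinetic fluorescence after stimulation buffer; on the % scale 0 is the no-effect control and ±100 the full control effect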
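U2OS cells transduced with KCNH2 3.1 mutant virus (1.77 x 10^8 /mL, 4 h), plated overnight at 37 C, loaded 45 min with FluxOr dye plus Red40 quencher. Thallium flux rate constant from kinetic reads after stimulation buffer, normalised to controls.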
ELG1 DNA repair = blocks ELG1-dependent DNA repair in HEK293T cells; HEK293T ELG1-luciferase reporter, luminescence, 16 h; DNA damage induced by 5-fluorouridine; Potency, µM (top dose mostly 46.1 µM), for the others: at the highest dose activity change, negative = inhibition, usual class: inhibitors; actives 2.3% (n = 330,000); further: potency means the concentration at half of the fitted maximal effect; on the % scale 0 is the no-effect control and ±100 the full control effect; nearly all actives have a fitted effect of over 55% in size
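Overnight (16 hr) co-exposure of 2,000 cells/well to 5-fluorouridine and compound at 37 °C preceded detection. Luciferase was quantified via ONE-Glo luminescence; loss of signal denotes inhibition.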
An asterisk follows results filed as active; ? = inconclusive; . = no result given; [ ] = another dose, or the depositor's remark. Unless noted, the call rests on the fitted dose curve; in most records, active means well fitted curve in the direction sought with a large enough effect; inconclusive means small, poorly fitted or top-dose-only effect, or another doubt; inactive means no such curve, though single readings can be large; an effect the other way counts as inactive or inconclusive. Not all compounds are listed; the hit share may differ from the screen's.

SMILES	TRPV1 agonist	hERG WT inh	TCR activator	Mito fusion act	USP2a inh	TSHR antag	Eya2 phos inh	A-T KAP1 phos	KCNH2 3.1 inh	ELG1 DNA repair
Cc1ccc(NC(=O)CS(=O)CC(=O)N(CC(=O)NC2CCCC2)c2cccc(C)c2C)cc1 (stereo not drawn)	-1	-2	.	2%	-1%	12	1%	2%	2	-7%
O=C(CCl)N1N=C(c2ccco2)CC1c1ccco1 (stereo not drawn)	3	-4	-7%	-24%	2%	1	7%	-2%	?	?
CC(C)OC(=O)/C(=C/c1cccnc1)NC(=O)c1ccccc1	4	0	3%[46.1 µM]	0%	4%	-4	1%	6%	8	6%
COc1cc(NC(=O)NCC2CCN(Cc3ccccc3Cl)CC2)cc(OC)c1OC	18	2	-3%	6%	-1%	6	11%	-23%	-11	0%
Cc1noc(/C=C/N(C)C)c1S(=O)(=O)N(C)Cc1ccc(F)cc1	-2	-134*	-1%	-14%	-13%	-1	2%	32µM*	-199*	7%
NC(N)=NS(=O)(=O)c1ccc(NC(=S)NC(=O)/C=C/c2ccc(F)cc2)cc1	-2	7	-5%	-1%	1%	-7	-1%	-18%	11	15%
CCCNC(=O)N(C)c1nncnc1C(=O)NC	4	-18	1%	-3%	0%	1	-1%	18%	14	15%
COc1cc(N2CCCC2)c(OC)cc1/C=C(/C#N)c1cccc(Br)c1	5	-12	-1%	8%	1%	-7	21%	-4%	-5	-14%
O=C(CCNC(=O)c1ccc(Br)o1)NCc1ccc(Cl)cc1	-2	2	-1%	2%	-3%	-8	24%	-1%	0	18%
CNC(=O)COC(=O)c1ccc2c(c1)S(=O)(=O)c1ccccc1C2=O	1	3	4%	2%	0%	-17	-2%	-2%	5	9%
CSCCC(NC(=O)c1ccccc1Cl)C(=O)N1CC(C)OC(C)C1 (stereo not drawn)	2	-14	3%	-4%	1%	0	11%	-1%	12	13%
Cc1nn(C)c(C)c1/C=C/C(=O)c1ccc(Cl)cc1Cl	14	1	-6%	-30%	0%	-32	?	2%	10	4.1µM*
COc1ccc(NC(=O)COc2ccc(/C=N/O)cc2OC)cc1	1	3	-4%	2%	1%	1	2%	2%	13	?
CN1CCN(c2oc(COc3ccc(-c4ccccc4)cc3)nc2C#N)CC1	7	29	.	-15%	-2%	2	-22%	6%	?	-8%
CCC(=O)Nc1ccc(C(=O)NNC(=O)C2CCCCC2)cc1	0	6	9%	3%	2%	8	1%	7%	-6	7%
CCS(=O)(=O)c1ccc(O)c(NC(=O)/C=C/c2ccc(Cl)cc2)c1	-2	-7	1%	-11%	3%	-3	14%	38%	-21	?
O=C(COc1ccc(Cl)cc1)Nc1ccc(Cl)cn1	?	4	0%	-4%	-3%	-4	-1%	13%	-7	?
O=C(Cc1ccccc1)NCC(=O)N1CCCCC1	6	18	-7%	-4%	0%	15	16%	-8%	10	11%
CCCCCCCc1c(C)nc(N2CCOCC2)[nH]c1=O	0	1	5%	0%	0%	-11	-23%	4%	-16	10%
Cc1cc(C)c2nc(NCc3ccccc3O)sc2c1	20	28	6%	-3%	3%	2	-23%	0%	2	?
COc1ccc2c(c1)C(c1ccc(C)o1)=NNC(c1ccccc1)=N2	26	11	4%	5%	-1%	-16	-22%	-2%	-1	?
Cc1ccc(C(=O)Nc2nnc(C3CCCCC3)s2)o1	?	-8	-2%	7%	-1%	-2	3%	-1%	-25	?
Cc1c(C)n(Cc2ccc(Cl)cc2)c2ccc(C(=O)NCCCN3CCOCC3)cc12	23	2	-7%	-21%	-2%	7	2%	3%	-4	?
CCOC(=O)c1[nH]c2ccccc2c1NC(=O)c1nonc1C	26	8	-6%	6%	1%	4	14%	5%	-1	-10%
O=C(Nc1cccnc1)C1=NN(C2CCS(=O)(=O)C2)C(=O)CC1 (stereo not drawn)	0	14	-2%	-9%	3%	-6	0%	2%	2	?

The results go on.
SMILES	TRPV1 agonist	hERG WT inh	TCR activator	Mito fusion act	USP2a inh	TSHR antag	Eya2 phos inh	A-T KAP1 phos	KCNH2 3.1 inh	ELG1 DNA repair
COc1ccc(Cl)cc1CSc1n[nH]c(C)n1	4	4	1%	29%	2%	-2	6%	-6%	-4	14%
O=C(COC(=O)c1cc(=O)[nH]c2ccccc12)NC1CCCC1	-1	6	6%	0%	1%	-1	9%	2%	8	18%
Cc1ccc(-n2c(SCC(=O)N/N=C/c3ccccc3C(=O)O)nnc2-c2ccc(Cl)cc2)cc1	11	0	2%	-3%	0%	-1	9%	4%	21	-5%
COc1ccc(OCC(=O)N/N=C/c2ccc(O[C@@H]3O[C@H](CO)[C@@H](O)[C@H](O)[C@H]3O)cc2)cc1	2	0	.	1%	3%	9	-3%	0%	5	9%
Cc1sc2ccccc2[n+]1CC(=O)c1ccccc1	7	-14	4%	8%	-1%	-6	5%	-6%	-17	5%
CCc1cccc2c(=O)c(C(=O)NCCN3CCOCC3)c[nH]c12	5	2	.	-15%	0%	8	-8%	-1%	5	-1%
O=S1(=O)CC(N2CCOCC2)c2ccccc21 (stereo not drawn)	-7	2	-5%	-3%	0%	12	-39%	-4%	-6	8%
O=C(NCc1ccccn1)c1cc(Cl)ccc1OCc1ccccc1	?	0	-8%	-5%	-3%	6	0%	11%	-16	16µM*
Cc1nn(-c2ccc(F)cc2F)c(=O)c2noc(C)c12	1	-3	8%	4%	0%	-4	5%	7%	-13	8%
C=CCC1(N(C(C)=O)c2ccccc2)CCCCC1	6	0	0%	6%	0%	-7	-9%	5%	-8	2%
COc1ccc(CCNC(=O)CNCC2CCCCC2)cc1OC	0	1	-2%	3%	0%	4	11%	-3%	7	-3%
COCc1cc(C)nc(OCC(=O)N/N=C/c2ccc(C)o2)c1C#N	-15	0	3%	2%	4%	41	2%	-6%	6	-1%
CCCN(CCC)C(=S)Nc1cc(C(=O)OC)ccc1C(=O)OC	22	18	1%	20%	3%	-5	-6%	-10%	13	11%
Cc1nc(C)c(C(=O)C2=C(O)C(=O)N(CCN(C)C)C2c2ccccc2)s1 (stereo not drawn)	1	-14	-1%	-4%	0%	30	-2%	7%	4	-5%
Clc1cccc(-c2ccc(-c3nc4ccccn4c3NCc3ccccc3)cc2)c1	.	0	-4%	.	-7%	?	?	25%	5	?
Brc1cccc(-c2nnc3sc(CN4CCC5(CC4)OCCO5)cn23)c1	-4	-10	-14%	-7%	0%	-13	-3%	0%	7	-26%
COc1ccc(C(=O)C2CCCN(C(=O)Cn3ccc(C)n3)C2)cc1OC (stereo not drawn)	0	-5	-2%	6%	4%	16	-1%	3%[11.5 µM]	-2	11%
CC(C)CN(C(=O)COC(=O)Cc1c[nH]c2ccccc12)c1c(N)n(Cc2ccccc2)c(=O)[nH]c1=O	-1	9	-5%	-5%	4%	4	9%	-2%	4	-1%

10 compounds out of the list, ordered by molar mass, highest first.
SMILES	TRPV1 agonist	hERG WT inh	TCR activator	Mito fusion act	USP2a inh	TSHR antag	Eya2 phos inh	A-T KAP1 phos	KCNH2 3.1 inh	ELG1 DNA repair
CC(C)CN(C(=O)COC(=O)Cc1c[nH]c2ccccc12)c1c(N)n(Cc2ccccc2)c(=O)[nH]c1=O	-1	9	-5%	-5%	4%	4	9%	-2%	4	-1%
Cc1nc(C)c(C(=O)C2=C(O)C(=O)N(CCN(C)C)C2c2ccccc2)s1 (stereo not drawn)	1	-14	-1%	-4%	0%	30	-2%	7%	4	-5%
COc1ccc(C(=O)C2CCCN(C(=O)Cn3ccc(C)n3)C2)cc1OC (stereo not drawn)	0	-5	-2%	6%	4%	16	-1%	3%[11.5 µM]	-2	11%
O=C(NCc1ccccn1)c1cc(Cl)ccc1OCc1ccccc1	?	0	-8%	-5%	-3%	6	0%	11%	-16	16µM*
COCc1cc(C)nc(OCC(=O)N/N=C/c2ccc(C)o2)c1C#N	-15	0	3%	2%	4%	41	2%	-6%	6	-1%
CCc1cccc2c(=O)c(C(=O)NCCN3CCOCC3)c[nH]c12	5	2	.	-15%	0%	8	-8%	-1%	5	-1%
O=C(COC(=O)c1cc(=O)[nH]c2ccccc12)NC1CCCC1	-1	6	6%	0%	1%	-1	9%	2%	8	18%
COc1ccc(Cl)cc1CSc1n[nH]c(C)n1	4	4	1%	29%	2%	-2	6%	-6%	-4	14%
Cc1sc2ccccc2[n+]1CC(=O)c1ccccc1	7	-14	4%	8%	-1%	-6	5%	-6%	-17	5%
C=CCC1(N(C(C)=O)c2ccccc2)CCCCC1	6	0	0%	6%	0%	-7	-9%	5%	-8	2%

Screening data deposited in PubChem by National Center for Advancing Translational Sciences (NCATS).
